High-throughput results deposited in PubChem BioAssay by Sanford-Burnham Center for Chemical Genomics.
PfGluPho inh – PfG6PD (Plasmodium falciparum) enzyme inhibition; PfGluPho enzyme, NADPH resazurin-diaphorase fluorescence; inhibition, % at 20 µM; 350,000 tested, 0.78% active;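 active = inhibition reaching at least a set limit at 20 µM in the primary screen, cut at about 59% in these data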;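 note: 0% = DMSO wells with substrate and 100% = DMSO wells lacking glucose-6-phosphate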
Apaf-1 inh – human Apaf-1 inhibition; reconstituted apoptosome caspase-3 activity, DEVD-Rh110 fluorescence; O14727; AID 489030; inhibition, % at 20 µM; 330,000 tested, 0.71% active; active = inhibition of at least 40% at 20 µM;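 note: plate controls were DMSO wells for no effect and DEVD-CHO caspase inhibitor wells for full effect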
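Material: reconstituted apoptosome with Apaf-1, cytochrome c, caspase-9, procaspase-3, dATP / Buffer or medium: pH 7.5 Hepes buffer with CHAPS, BSA, DTT / Also added: cytochrome c with DEVD-Rh110 / Schedule: compound with Apaf-1, dATP, procaspase-3 30 min, then 50 min reaction, room temperature / Technique: rhodamine 110 fluorescence at Ex 480/Em 540 nm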
SENP7 block – blocks the human protease SENP7; Q9BQF6; recombinant SENP7, Z-RLRGG-aminoluciferin luminescence, 40 min; inhibition, % at 5 µM; 330,000 tested, 1.5% active;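 active = inhibition above about 50% at the single test dose, limit read from the data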;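 note: plate controls were DMSO with enzyme for no effect and no enzyme buffer wells for full effect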
Target sequence (Q9BQF6 706-1050 limits assumed): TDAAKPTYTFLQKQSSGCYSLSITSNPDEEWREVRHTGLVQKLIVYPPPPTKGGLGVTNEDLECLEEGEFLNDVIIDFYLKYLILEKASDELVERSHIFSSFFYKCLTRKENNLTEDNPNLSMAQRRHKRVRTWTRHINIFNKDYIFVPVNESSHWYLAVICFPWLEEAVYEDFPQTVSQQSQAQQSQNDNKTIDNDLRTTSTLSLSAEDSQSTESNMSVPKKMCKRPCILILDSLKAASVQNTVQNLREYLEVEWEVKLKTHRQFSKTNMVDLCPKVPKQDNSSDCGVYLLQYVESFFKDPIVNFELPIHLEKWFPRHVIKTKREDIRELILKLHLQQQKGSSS
SENP8 block-1 – SENP8 protease inhibition | Q96LD8 | purified SENP8, Z-RLRGG-aminoluciferin cleavage, luminescence | inhibition, % at 10 µM | 330,000 tested, 1.2% active | AID 2540; in the data active = inhibition above about 50%
SENP8 block-2 – inhibitors of human SENP8 protease. Q96LD8. recombinant SENP8, Nedd8 substrate fluorescence. inhibition, % at 20 µM. 360,000 tested, 0.64% active. AID 602440; in the data active = inhibition mostly above about 40%, no sharp cut-off; inactive = mostly below about 27%
HKDC1 inh – blocks human hexokinase HKDC1 activity. Q2TB90. recombinant HKDC1, G6PDH/diaphorase resazurin coupled fluorescence. inhibition, % at 20 µM. 340,000 tested, 0.16% active. AID 493160;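 active = inhibition above about 35% when tested at 20 µM, limit read from the data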;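 note: plate controls were DMSO wells with enzyme for no effect and DMSO wells lacking enzyme for full effect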
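Incubation: 90 min at room temperature in dark / Material: recombinant HKDC1 (HK5) hexokinase enzyme, produced in-house / Quantity: enzyme 5 µg/mL final / Compound: one dose of 20 µM, 1% DMSO / Reagent: glucose and ATP substrates / Buffer or medium: Tris pH 8.0 buffer with MgCl2, Tween-20, BSA, BME / Technique: resorufin fluorescence at 613 nm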
SENP6 block – blocks the human protease SENP6; inhibition, % at 10 µM; Q9GZR1; 330,000 tested, 1.8% active; Recombinant SENP6 catalytic domain, aminoluciferin luminescence;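 active = inhibition above about 50% at the single tested dose, limit read from the data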;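 note: plate controls were DMSO wells with enzyme for no effect and DMSO wells lacking enzyme for full effect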
Target sequence (Q9GZR1 628-1112 limits assumed): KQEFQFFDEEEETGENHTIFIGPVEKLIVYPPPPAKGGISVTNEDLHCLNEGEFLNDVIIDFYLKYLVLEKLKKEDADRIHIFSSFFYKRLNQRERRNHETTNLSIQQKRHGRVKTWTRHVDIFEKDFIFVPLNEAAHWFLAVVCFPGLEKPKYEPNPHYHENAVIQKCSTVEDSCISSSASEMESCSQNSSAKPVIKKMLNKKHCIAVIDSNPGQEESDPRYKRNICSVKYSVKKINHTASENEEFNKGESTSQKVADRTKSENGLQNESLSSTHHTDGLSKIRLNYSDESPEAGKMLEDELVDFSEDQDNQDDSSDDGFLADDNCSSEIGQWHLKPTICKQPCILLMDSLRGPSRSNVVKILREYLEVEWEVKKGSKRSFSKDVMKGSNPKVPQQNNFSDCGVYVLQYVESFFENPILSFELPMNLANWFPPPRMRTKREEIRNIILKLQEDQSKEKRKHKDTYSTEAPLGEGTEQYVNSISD
SENP1 FRET inh – inhibitors of human SENP1 SUMO protease catalytic domain. Q9P0U3. recombinant SENP1 catalytic domain, CyPet-SUMO1-YPet FRET cleavage. inhibition, % at 10 µM. 360,000 tested, 0.21% active;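 active = inhibition at least 30% at 10 µM, raw YFP signal under a set limit, fluorescence ratio 0.5 to 1.5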;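 note: 0% = enzyme with DMSO and 100% = no enzyme wells; some results filed as inactive read as strong as hits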
Target sequence (Q9P0U3 419-644 limits assumed): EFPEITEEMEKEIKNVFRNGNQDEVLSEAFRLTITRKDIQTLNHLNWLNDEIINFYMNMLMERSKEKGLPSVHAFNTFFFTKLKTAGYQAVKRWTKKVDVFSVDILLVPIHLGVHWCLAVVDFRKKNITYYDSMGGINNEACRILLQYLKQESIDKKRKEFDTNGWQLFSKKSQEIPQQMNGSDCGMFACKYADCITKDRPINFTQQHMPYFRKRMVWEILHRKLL
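Compound: 10 µM single point, 0.5% DMSO; Test system: hSENP1 catalytic domain, recombinant; Timing: 50 min reaction at room temperature; Technique: FRET, CFP and YFP emission; Control set: no-enzyme wells low, DMSO-plus-enzyme wells high control.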
* marks the source's active call; other numbers are inactive results; nt = not tested or not shown.

SMILES	PfGluPho inh	Apaf-1 inh	SENP7 block	SENP8 block-1	SENP8 block-2	HKDC1 inh	SENP6 block	SENP1 FRET inh
Nc1nc(Nc2ccccc2F)nc(NCCO)c1[N+](=O)[O-]	8.9	-4.9	-4.1	-9.7	21.2	-1.9	-25.2	0.4
c1ccc(NC2=NCCN2CC2CCCCC2)cc1	-16.2	3.7	-10.1	-5.5	12.8	0.7	-1.1	2.4
COc1cc(C(=O)NC2CCN(C)CC2)ccc1Nc1ncc2c(n1)N(C1CCCCC1)CCC(=O)N2C	16.0	nt	nt	nt	-482.4	2.0	nt	-0.2
C=CCn1c(SCc2c(C)noc2C)nc2sc3c(c2c1=O)CCCC3	3.3	4.7	4.1	5.7	7.6	-1.8	1.3	-0.6
COc1ccc(/C(N)=N/OC(=O)CSc2ccccc2)cc1OC	-0.2	3.7	-8.2	-14.1	18.1	-1.9	-7.4	0.5
O=P(Cc1cccc[n+]1[O-])(c1ccccc1)c1ccccc1	10.9	5.9	-2.7	2.1	26.0	3.7	0.0	-1.4
Cc1ccc(C(=O)ONc2ccc(N=O)cc2)cc1	13.8	5.2	99.9*	97.8*	25.6	-0.4	96.1*	3.7
COc1ccccc1C(=O)Nc1nnc(-c2ccc(F)cc2)o1	-19.2	-2.2	-0.2	2.7	-30.1	-2.7	1.2	1.8
O=C(Cn1cc(S(=O)(=O)Cc2ccc([N+](=O)[O-])cc2)c2ccccc21)N1CCOCC1	30.4	-10.5	-5.0	-6.8	-4.1	-11.8	0.2	-0.3
CC(C)C1Cc2c(sc3[nH]c(=S)n(Cc4ccccc4)c(=O)c23)CO1 (stereo not drawn)	-23.0	-9.4	-4.4	4.3	-4.4	2.7	-4.6	0.2
CC(Sc1nncs1)C(=O)Nc1ccc(S(=O)(=O)Nc2ncccn2)cc1 (stereo not drawn)	-24.6	-14.4	-6.6	10.6	8.2	-5.6	-10.7	2.4
Cc1onc(-c2ccccc2Cl)c1C(=O)N1CCC(C(N)=O)CC1	-13.3	0.8	4.6	-0.9	15.4	-4.1	4.5	-2.1
CCN(CC(=O)Nc1cccc(OC)c1)C(=O)c1ccco1	8.8	4.3	-4.5	-8.4	7.1	-2.7	-0.7	-2.7
OC(COc1ccc(Br)cc1)CN1CCCC1 (stereo not drawn)	-1.7	-5.7	2.0	-5.4	4.3	-4.2	7.0	0.0
COc1ccccc1CNC(=O)C(NC(=O)c1ccc(C)cc1)C(C)C (stereo not drawn)	-1.4	-6.9	5.3	0.3	10.1	-6.3	-20.0	0.2
Cc1ccc(C(=O)Nc2ccc(S(=O)(=O)Nc3ncccn3)cc2)cc1[N+](=O)[O-]	-16.5	-7.8	2.4	3.2	18.4	3.6	-3.7	-0.5
O=C(CN(C(=O)c1csnn1)c1cccc(F)c1)NCc1ccc2c(c1)OCO2	-7.7	8.7	-2.1	-7.8	10.0	-1.7	-13.1	1.6
O=C(Nc1cccc(O)c1)c1noc2c1CCc1ccccc1-2	45.1	20.4	98.6*	95.5*	16.9	8.1	97.2*	-1.4
COCCCNC(=O)CSc1nc2ccccc2c(=O)n1CCc1ccc(S(N)(=O)=O)cc1	-2.2	-2.1	-11.0	-2.9	3.9	-5.0	-6.3	1.2
CN(CC(=O)Nc1ncn[nH]1)S(=O)(=O)c1cc(Cl)ccc1Cl	6.7	-12.8	-8.3	-3.3	5.7	-4.0	6.0	0.8
Cc1ccc(S(=O)(=O)N2CCOCC2)cc1NC(=O)COC(=O)c1ccc(Cl)s1	9.4	12.1	-2.4	-17.4	9.2	-0.5	-3.7	4.2
COc1ccc(CC(=O)NC(C)c2ccc3ccccc3c2)cc1 (stereo not drawn)	1.2	-2.2	-1.8	-4.9	13.9	-3.3	9.5	-1.3
COc1ccc(-c2nc3ccccc3n2Cc2ccc(C)cc2)cc1	7.2	19.4	11.1	-7.2	-0.9	9.0	-10.4	3.6
Cc1ccc(OCc2nnc(SCC(N)=O)n2N)cc1	2.8	-15.9	4.0	6.0	24.5	-9.2	-6.8	-1.5
Cc1cc(C)cc(CC2CC(=O)N(c3cc(C)on3)C2=O)c1 (stereo not drawn)	-5.2	1.7	-0.8	-10.3	12.4	-3.4	-4.0	1.7
CSc1nc(-c2ccccc2)nc(N)c1C(C)=O	nt	8.5	2.6	3.1	nt	nt	-49.1	nt
COc1cc(-c2c(C#N)c(N)nc3c2CCCC3)ccc1O	-9.9	1.2	-3.0	-5.3	-167.5	-1.4	-6.0	-8.9
CCOc1ccc(N(CC(=O)Nc2ccc(C)c(C)c2)S(=O)(=O)c2c(C)noc2C)cc1	23.3	14.2	-7.4	-4.3	6.7	2.0	-20.4	1.3
Cc1ccccc1NC(=O)CCNS(=O)(=O)c1cccc2nsnc12	-8.1	3.0	0.6	2.1	20.5	-1.8	-22.6	3.6
CCOc1ccc(C(=O)c2cc([N+](=O)[O-])ccc2Cl)cc1	2.3	20.1	-12.7	-13.9	24.3	3.0	-12.3	1.3
O=C(COC(=O)c1cccc(F)c1)Nc1ccc2c(c1)OCCO2	-2.1	9.2	3.6	-10.9	6.1	2.1	1.0	0.1
CC(C)OC(=O)CSc1nnc(-c2ccc(Cl)cc2)n1N	-3.5	0.4	4.7	-0.5	4.7	-12.0	-3.5	0.7
CCOC(=O)c1ccc(NC(=O)N2CCN(C3CCCCC3)CC2)cc1	2.4	3.2	10.4	-2.8	18.2	2.3	5.9	1.5
COCCCNC(=O)CCN1N=C(c2ccccc2)CCC1=O	7.8	-0.9	-4.1	8.5	36.9	-2.3	-0.5	4.1
COc1ccc(CNCCSc2nnnn2C)c(OC)c1OC	6.9	-5.0	6.6	-4.3	8.1	-2.3	0.8	0.4
Cc1cc(Cl)ccc1OCC(=O)N(Cc1cccs1)C1CCS(=O)(=O)C1 (stereo not drawn)	-2.8	18.0	2.4	-1.4	11.2	1.2	-8.5	-1.5
CSc1ncc(C(=O)Nc2ccc(C)cc2C)c(C)n1	12.0	13.3	-2.2	-6.8	2.1	-6.5	4.6	-6.2
CCCCNC(=O)C(=O)NCc1ccncc1	-0.9	-3.7	-2.2	-4.2	0.0	-8.4	5.4	0.5
Cc1cc(C)n(-c2ccc(OCC(=O)O)nn2)n1	-2.2	11.2	5.1	6.3	9.8	7.0	11.0	1.8
O=C(Cn1cnc([N+](=O)[O-])c1)c1ccc(Cl)cc1	4.4	-5.4	-1.4	-1.0	11.3	-9.5	-0.4	1.4
c1ccc(CSc2ccc(-c3cccs3)nn2)nc1	1.2	-8.8	-6.1	-16.2	14.9	0.5	-12.1	1.5
Cc1cc(C)n(-c2nc(NCC3CCCO3)c3c4c(sc3n2)COC(C)(C)C4)n1 (stereo not drawn)	32.2	0.3	1.9	6.8	nt	19.7	-4.4	nt
Cc1ccc(OC2=NS(=O)(=O)c3ccccc32)cc1	-7.0	-13.2	-2.3	-3.0	36.5	1.6	0.4	2.4
Cc1ccccc1NS(=O)(=O)c1ccc(C(=O)NCCCN2CCCC2=O)cc1	-7.0	-4.0	-4.0	-6.3	13.7	-3.2	-6.4	0.1
O=C(NCc1cccs1)c1nc2ncccn2n1	-4.5	-10.6	1.5	-5.0	21.6	-5.8	-8.9	0.6
CCOC(=O)c1c(C)[nH]c(C(=O)OCCOc2ccccc2C)c1C	12.5	nt	nt	nt	-0.9	-6.7	nt	2.5
COc1ccc(Cl)cc1NC(=O)c1cnccn1	13.0	-4.7	2.1	-4.8	17.4	-5.9	15.9	3.1
NC(=O)C1CC(=O)N(c2ccc(OCC(=O)Nc3ccccc3F)cc2)C1 (stereo not drawn)	-0.5	1.4	3.3	-4.5	7.5	-3.2	4.4	-0.4
CCN(CC)C(=O)CC(c1ccc(OC)cc1)c1c(O)cc(OC)cc1OC (stereo not drawn)	-9.7	-1.6	3.8	3.9	-18.5	-4.1	-3.4	1.2
COc1ccccc1CCNC(=O)C1CCC(=O)N(C2CC2)C1 (stereo not drawn)	1.3	-0.1	-0.1	7.0	5.5	-7.2	9.4	0.0
O=C(Cc1ccc(S(=O)(=O)N2CCOCC2)s1)Nc1ccc2c(c1)CCC2	20.1	14.3	-9.3	-8.8	0.8	-3.1	-17.8	-4.4
CCOc1ccc(N(CC(=O)Nc2ccc(C)c(C)c2)S(C)(=O)=O)cc1	4.8	15.1	-21.6	-9.5	8.0	-5.8	3.0	-0.6
Fc1ccccc1-c1nc2c(s1)CCc1onc(-c3ccc(Br)cc3)c1-2	12.7	5.5	0.1	21.3	-54.5	-0.5	-2.8	3.2
CCCOc1ccc(NC(N)=O)cc1OCCC	-0.2	-0.1	-4.5	-1.2	19.0	-1.3	-7.9	-2.1
Cc1cc(C)cc(NC(=O)CSc2ccccc2)c1	-2.9	-6.2	-3.7	6.1	18.3	-6.6	5.7	1.0
CCCCN(Cc1ccccc1)C(=O)CCN1C(=O)C2C3C=CC(C3)C2C1=O (stereo not drawn)	-20.2	-3.9	-2.3	-1.3	14.7	-3.9	-7.6	1.6
O=c1[nH]c(CSc2nnc(-c3ccccc3)n2-c2ccccc2)nc2ccccc12	-13.2	1.1	2.4	-1.9	2.6	1.9	-10.2	-0.4
COc1ccccc1OCC(=O)NCC1CCCN(Cc2cnn(C)c2C)C1 (stereo not drawn)	-10.1	-6.5	2.2	-4.6	5.0	-7.0	10.0	0.4
COc1ccc(OC)c(S(=O)(=O)N2CCCC(C(=O)N3CCC(C(N)=O)CC3)C2)c1 (stereo not drawn)	1.1	0.9	9.9	-11.0	8.8	-2.4	-18.8	1.3
CC(C)CC(c1nnnn1CCc1ccccc1)N1CCN(C(=O)c2ccco2)CC1 (stereo not drawn)	-5.3	13.4	-12.0	-6.4	7.4	2.5	-28.0	-1.8
More structures:
SMILES	PfGluPho inh	Apaf-1 inh	SENP7 block	SENP8 block-1	SENP8 block-2	HKDC1 inh	SENP6 block	SENP1 FRET inh
COCCNC(=O)NC(=O)COC(=O)c1cc([N+](=O)[O-])ccc1Sc1nc(C)cs1	-0.4	4.5	-1.4	-4.8	29.3	-5.6	-6.6	-1.0
CC(C)CC(OC(=O)c1ccco1)C(=O)NC1CCCC1 (stereo not drawn)	-19.9	1.5	-6.9	-5.9	11.0	-7.0	-16.9	0.8
CC1Oc2cc3oc4c(O)c5c(cc4c(=O)c3c(O)c2C1(C)C)C=CC(C)(C)O5 (stereo not drawn)	-6.2	4.1	-4.3	-12.2	nt	7.2	-17.4	nt
COc1ccc(C(NC(=O)CC(C)C)c2c(O)ccc3ccccc23)cc1 (stereo not drawn)	1.5	17.4	-0.4	5.9	-71.3	10.5	1.3	0.0
Cc1cc(C)c(NC2=NS(=O)(=O)c3ccccc32)c(C)c1	9.4	-6.3	2.4	3.6	2.3	9.8	-1.6	1.7

Some of these compounds in order of heavy-atom count, smallest number first:
SMILES	PfGluPho inh	Apaf-1 inh	SENP7 block	SENP8 block-1	SENP8 block-2	HKDC1 inh	SENP6 block	SENP1 FRET inh
CCCOc1ccc(NC(N)=O)cc1OCCC	-0.2	-0.1	-4.5	-1.2	19.0	-1.3	-7.9	-2.1
CCN(CC)C(=O)CC(c1ccc(OC)cc1)c1c(O)cc(OC)cc1OC (stereo not drawn)	-9.7	-1.6	3.8	3.9	-18.5	-4.1	-3.4	1.2
CC(C)CC(c1nnnn1CCc1ccccc1)N1CCN(C(=O)c2ccco2)CC1 (stereo not drawn)	-5.3	13.4	-12.0	-6.4	7.4	2.5	-28.0	-1.8
